Assay outcomes (PubChem BioAssay)
Tat transport – E. coli Tat transport inhibition; E. coli MC4100 TorA-mCherry Tat export, fluorescence; inhibition, % at 10 µM; 340,000 compounds, 0.036% hits;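 active means mean replicate inhibition at least 50% and at least half of replicates individually reaching 50%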;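 further: exported cargo escapes ClpAP degradation while cytoplasmic cargo is degraded and loses fluorescence; 0% = median of neutral control wells and 100% = median of NaSCN control wells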
MITF TRPM1 HTS – MITF TRPM1 promoter activation in melanoma cells; SK-MEL-5 TRPM1-promoter luciferase, 24 h; % of positive control, neutral wells = 0; activation, % at 12.5 µM; 300,000 compounds, 0.75% hits;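 active means mean activation of at least 80% with every replicate also reaching 80%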;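 further: 0% = neutral control wells and 100% = parthenolide positive control wells; values of inactives mirror those of a sister screen read the other way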
RTF Ca sens act – cardiac RTF calcium sensitization; IANBD-labeled TnC RTF fluorescence at EC20 calcium; 0% EC20 calcium, 100% full calcium; activation, % at 7.2 µM; 340,000 compounds, 0.24% hits; AID 493008;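 active means activation above the mean over all tested compounds plus 3 SD, cut at about 30% in these data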;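 further: rise in fluorescence read as greater calcium sensitivity of cardiac thin filaments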
V-ATPase pH – alters yeast V-ATPase proton transport; S. cerevisiae, pHLuorin cytosolic pH fluorescence; response, % at 10 µM; 350,000 compounds, 0.37% hits; AID 504577; in the data active means response mostly above about 7.3%, no sharp cut-off; inactive means mostly below about 5.4%; further: actives read high; inactives centre near 0; some compounds called inactive have numbers as strong as hits
CAL PDZ FP-1 – inhibitors of human CAL PDZ peptide binding. Q9HD26. purified CAL PDZ, TMR-peptide fluorescence polarization, 1 h. inhibition, % at 20 µM. 330,000 compounds, 0.02% hits. AID 504414;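 active means highest replicate inhibition of at least 40%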;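 further: plate controls were DMSO neutral control wells for no effect and unlabeled competitor peptide control wells for full effect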
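Read-out basis: mP drop reported as inhibition | Assay system: Tagged CAL PDZ protein CerCALP, purified | Benchmarks: Unlabelled peptide for full inhibition, DMSO wells as neutral | Schedule: 1 h incubation at room temperature before polarization reading | Buffer or medium: Sodium phosphate/NaCl buffer pH 7.4 with TCEP, IgG, Thesit | Doses: Single point, 20 µM | Measured by: Fluorescence polarization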
dFosB activator – enhances mouse delta FosB homodimer DNA binding | P13346 | purified delta FosB, TAMRA-CDK5 oligo fluorescence polarization; percent of positive-control signal above neutral wells | activation, % at 25 µM | 340,000 compounds, 0.99% hits;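 active means mean activation above about 17%, with every replicate also reaching it, limit read from the data, passing the limit was not always enough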;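 further: fluorescence polarization rise as delta FosB binds a TAMRA Cdk5 AP-1 oligo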
Target sequence (P13346 whole entry, looked up): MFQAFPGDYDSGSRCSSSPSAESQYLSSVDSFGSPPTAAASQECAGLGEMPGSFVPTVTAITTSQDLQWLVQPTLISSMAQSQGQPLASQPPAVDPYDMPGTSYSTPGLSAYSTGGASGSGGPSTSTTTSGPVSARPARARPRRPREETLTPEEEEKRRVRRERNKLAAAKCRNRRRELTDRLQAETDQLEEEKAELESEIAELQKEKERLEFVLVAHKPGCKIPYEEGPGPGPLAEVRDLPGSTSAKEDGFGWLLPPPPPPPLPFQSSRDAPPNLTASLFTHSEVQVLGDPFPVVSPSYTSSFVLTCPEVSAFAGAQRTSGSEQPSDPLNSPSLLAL
CAL PDZ FP-2 – blocks peptide binding to the human CAL PDZ domain | Q9HD26 | purified CAL PDZ, TMR-peptide fluorescence polarization, 1 h | inhibition, % at 24.9 µM | 300,000 compounds, 0.92% hits | AID 602252;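 active means mean inhibition of at least 30% with at least half of replicates also reaching 30%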;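 further: 0% = DMSO neutral control and 100% = excess unlabeled competitor peptide PRC23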
Rtt109 Vps75 – blocks Candida albicans Rtt109/Vps75 acetyltransferase activity; inhibition, % at 34.9 µM; Q5AAJ8; AID 540336; 330,000 compounds, 0.16% hits; purified Rtt109/Vps75, ThioGlo CoA-SH fluorescence, 4 h;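 active means inhibition of at least 50% in every replicate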
CDK5 p35 inh – blocks human CDK5/p35 kinase activity. Q00535+Q15078. Recombinant CDK5/p35, ADP-Glo luminescence, 60 min. inhibition, % at 10 µM. 330,000 compounds, 0.01% hits. AID 488839;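 active means highest replicate inhibition of at least 50% and at least 75% of replicates reaching 50%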;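 further: plate controls were DMSO neutral control for no effect and GW8510 at 10 µM for full effect; many of its hits are not listed in these tables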
Target sequence (Q00535 whole entry, looked up): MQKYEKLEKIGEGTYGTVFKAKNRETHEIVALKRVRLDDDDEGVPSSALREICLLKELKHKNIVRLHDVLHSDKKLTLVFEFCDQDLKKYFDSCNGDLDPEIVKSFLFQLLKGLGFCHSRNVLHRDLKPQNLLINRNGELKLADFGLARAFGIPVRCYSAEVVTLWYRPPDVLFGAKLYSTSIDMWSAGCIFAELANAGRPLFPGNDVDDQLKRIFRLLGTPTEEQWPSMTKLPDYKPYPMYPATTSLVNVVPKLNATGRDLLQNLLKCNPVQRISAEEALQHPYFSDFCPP
Target sequence (Q15078 whole entry, looked up): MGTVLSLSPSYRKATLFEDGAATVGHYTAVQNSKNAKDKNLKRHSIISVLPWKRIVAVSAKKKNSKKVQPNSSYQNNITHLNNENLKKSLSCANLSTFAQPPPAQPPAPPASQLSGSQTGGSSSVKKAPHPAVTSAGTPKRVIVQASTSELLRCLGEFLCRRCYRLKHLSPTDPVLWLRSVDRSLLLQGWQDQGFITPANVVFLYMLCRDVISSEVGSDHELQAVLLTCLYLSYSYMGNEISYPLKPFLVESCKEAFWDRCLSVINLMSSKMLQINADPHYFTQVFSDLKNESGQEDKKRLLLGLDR
Wnt bcat act – activates Wnt/beta-catenin signaling in a reporter cell assay; AID 743398; activator, plate reader; 300,000 compounds, 1.2% hits; activation, % at 9.35 µM; in the data active means activation above about 30%, passing the limit was not always enough;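 further: 0% = neutral control wells and 100% = positive control wells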
The depositor's hits bear a star; . = no result given; & = joins results of further samples. Compounds were not picked by outcome; about 4.1% have a hit in one of these screens.

#	canonical_smiles	RTF Ca sens act	CAL PDZ FP-1	CAL PDZ FP-2	dFosB activator	Rtt109 Vps75	V-ATPase pH	Wnt bcat act	CDK5 p35 inh	Tat transport	MITF TRPM1 HTS
1	CCOC(=O)Cn1cnc2scc(-c3ccc(C)c(C)c3)c2c1=O	3	-1.1	.	-2	-13	1	0	-0.9	9	-9
2	O=C(C1=C[C@H](c2ccccc2)C[C@H](OCCCCO)O1)N1CCOCC1	12	-0.6	-2	-1	2	-1	-1	-4.4	18	-3
3	O=C(Cc1ccc(Cl)cc1)NCC(=O)N1CCN(Cc2ccccc2)CC1	-3	-1.4	-2	-4	0	1	-4	-0.8	9	-7
4	COc1ccc(NC(=O)C(=O)N/N=C(\C)CC(=O)Nc2ccccn2)c(OC)c1	3	-1.0	-5	-1	4	-1	1	1.0	-9	.
5	Cc1cc(S(=O)(=O)NCC(C)C)ccc1OCC(=O)NCC1CCCO1 (stereo unspecified)	-1	0.6	-3	2	12	1	4	-0.3	-3	-5
6	CC(C)(C)NC(=O)c1ccc2c(c1)CCO2	2	-0.6	-1	-2	-1	-1	-1	3.6	-17	.
7	N#CC1=C(N)OC2=C(C(=O)CCC2)C1c1cccs1 (stereo unspecified)	0	0.5	-5	2	-8	-1	-1	1.0	-3	-2
8	CCc1ccc(C(=O)N2CCCC2)s1	-7	1.2	-6	1	10	2	.	-0.5	5	9
9	CC(=O)N/C(=C\c1ccc2c(c1)OCO2)C(=O)NC(C(=O)O)c1ccccc1 (stereo unspecified)	9	-0.7	-1	-4	4	6	3	0.0	5	1
10	COCCNc1ncnc2c1[nH]c1ccccc12	-4	-1.0	.	1	-1	0	1	-1.8	-5	.
11	COc1cccc(CC2(CO)CCN(Cc3cccn3-c3cccnc3)CC2)c1	2	-1.8	-2	0	1	-1	-2	-0.7	0	-8
12	CCOc1ccccc1NS(=O)(=O)c1c[nH]c(C(=O)OC)c1	2	-1.0	.	-14	-4	-4	-1	2.2	-3	-14
13	O=S(=O)(NCc1cc(-c2ccc(Cl)cc2)no1)c1ccc(Cl)cc1	-2	-0.9	44*	-4	-5	-4	-4	3.1	-5	-4
14	C[C@]12CCC(=O)C=C1CC[C@@H]1[C@@H]2[C@@H](O)C[C@@]2(C)[C@H]1CC[C@]2(O)C(=O)CO	3&2	0.1&0.6	-2&-2	2&1	-19&5	2&3	-2&0&-3	0.6&-0.2	1&2	12&9
15	COc1cc(C(C)=O)ccc1OCC(=O)Nc1cc(S(=O)(=O)N2CCOCC2)ccc1N1CCCC1	4	-0.3	-5	-10	8	-1	3	0.5	2	6
16	CCC(C)(C)NC(=O)C1CCN(c2nc(C)cc(C)n2)CC1	-4	-0.9	8	0	-2	-1	1	1.4	10	-4
17	Cc1cc(C)nc(NC2=NCC(=O)N2c2ccc(F)c(Cl)c2)n1	1	0.3	0	7	1	3	.	0.9	4	-2
18	O=S(=O)(Nc1ccc(Br)cc1)N1CCOCC1	-3	-0.4	-1	-4	0	1	-1	0.3	8	1
19	Nn1c(Cc2cccc3ccccc23)nnc1SCc1ccccc1Cl	5	-1.2	-5	-8	2	-2	-6	-0.9	-8	0
20	Cc1ccc(CN2CCN(Cc3ccco3)CC2)cc1	3	-0.4	0	-6	-2	-1	0	0.6	-7	.
21	Nc1cnn(Cc2ccc(F)cc2)c1	-2	-2.3	-1	-8	6	6	-1	-2.1	-3	-9
22	CC12CC(NC(=O)N1Cc1ccccc1)c1ccccc1O2 (stereo unspecified)	0	1.2	-3	-2	3	-5	-1	-1.4	3	.
23	Cn1c(=O)c2[nH]c(Cc3ccsc3)nc2n(C)c1=O	1	-0.5	-4	-8	-3	3	1	1.7	0	2
24	O=C(c1ccc2c(c1)C(=O)N(Cc1ccco1)C2O)N1CCOCC1 (stereo unspecified)	-1	-0.7	-3	-7	-12	-2	-2	0.1	-3	2
25	O=C(O)/C=C/C(=O)Nc1ccccc1-c1ccccc1NC(=O)/C=C/C(=O)O	1	0.3	-2	3	7	-5	-1	0.3	0	-10
26	C=CCN1C(C(=O)c2ccccc2)=C(OC(=O)COc2ccccc2)c2ccccc2S1(=O)=O	-2	-0.9	.	-3	4	-3	.	-1.9	-4	-4
27	CCCN1Cc2cccc(C(N)=O)c2C1=O	-3	0.3	1	-8	4	2	.	0.9	3	-7
28	COc1cc(NC(=S)NCc2ccco2)c(OC)cc1Cl	-5	-2.3	-2	0	-8	4	4	1.6	1	-9
29	O=C(Nc1ccc(S(=O)(=O)N2CCOCC2)cc1)c1ccc([N+](=O)[O-])cc1Cl	-5	0.2	-1	-6	10	0	-2	1.0	-1	0
30	COc1ccc2[nH]c(=O)c(CN(Cc3cccs3)S(=O)(=O)c3cccc4nsnc34)cc2c1	-2	.	-3	-1	-1	-1	.	0.9	-5	-10
31	COc1cc(NC(=O)c2cc(C)on2)cc(C(=O)Nc2cccc(C(F)(F)F)c2)c1	5	-0.7	-3	4	-3	5&2	-1&-3	2.0	0	-20
32	CCOC(=O)c1ccc(NC(=O)Nc2ccccn2)cc1	0	-0.8	5	-5	-4	2	15	-0.4	-9	102*
33	CCN1C(=O)[C@H]2[C@@H](c3ccc(-c4ccccc4)cc3)N[C@@](C)(C(=O)OC)[C@H]2C1=O	-5	1.1	0	-6	-3	-3	0	-1.2	-2	-3
34	CCOc1ccc(CCNC(=O)CN2C(=O)NC3(CCCC3)C2=O)cc1OCC	5	-2.6	-4	-6	-5	-2	7	-1.4	8	1
35	N=c1c2c(ncn1CCN1CCOCC1)Oc1ccc3ccccc3c1C2c1ccccc1 (stereo unspecified)	-1	-6.0	-1	-14	32	4	.	-0.6	-1	.
36	OCCC1CN(Cc2cn[nH]c2C2CCCCC2)CCN1C1CCCC1 (stereo unspecified)	5	1.1	1	-6	1	3	-1	1.4	-2	-8
37	CC(C)c1ccccc1OCCNS(C)(=O)=O	9	0.6	-2	4	5	5	.	0.1	-7	19
38	Cc1ccc(S(=O)(=O)NCCC(=O)Nc2ccc(C)c(Cl)c2)cc1C	2	-1.3	-2	-14	0	0	-2	-3.8	3	-3
39	CN(C)CCCNC(=O)CC(c1ccc(F)cc1)c1ccco1 (stereo unspecified)	-5	0.8	.	-3	4	-4	.	0.6	-1	10
40	COc1ccc(NC(=O)C2CCCN2S(=O)(=O)c2ccc3c(c2)CCC(=O)N3)cc1Cl (stereo unspecified)	1	-0.3	-4	-6	15	-1	-1	3.0	5	5
41	COc1ccc(C(=O)CSc2nnn(-c3cccc(NC(C)=O)c3)n2)cc1	.	-2.7	.	-19	5	1	9	0.5	-2	.
42	CCCCN(C(=O)c1ccc(S(=O)(=O)N2CCC(C)CC2)cc1)C1CCS(=O)(=O)C1 (stereo unspecified)	3	-0.8	-3	-12	-2	-3	0	1.4	5	-10
43	CC1CC(C)CN(c2ccc(S(=O)(=O)N3CCOCC3)cc2)C1 (stereo unspecified)	-5	-2.3	0	-5	-3	0	1	-2.0	3	4
44	COC(=O)c1cc2ccccn2c2c(C(=O)OC)c(C(=O)OC)cc1-2	3	0.5	6	-4	3	-1	.	0.8	-18	-3
45	CC(C)N(Cc1ccccc1)S(=O)(=O)c1cccs1	-4	-1.1	3	3	-6	-1	-1	-0.6	3	-4
46	COc1ccc(C)cc1N(C(=O)c1ccccc1F)c1nc2ccccc2s1	3	-1.0	-4	-2	-1	1	.	0.4	13	-1
47	O=C(NNC(=O)C1CCN(C(=O)Nc2ccccc2)CC1)c1ccc([N+](=O)[O-])cc1	-2	1.0	-1	-3	-4	2	2	-0.3	6	1
48	CCOc1ccc(N2C(=O)/C(=C\c3ccccc3OC)S(=O)(=O)C2c2cccc([N+](=O)[O-])c2)cc1 (stereo unspecified)	1	-0.1	1	-8	-1	2	.	0.2	-1	5
49	Brc1cccc(CNc2nc3ccccc3n2CCN2CCOCC2)c1	3	-2.6	-3	-8	6	-3	-14	0.1	1	4
50	COc1ccccc1NC(=O)c1oc2ccccc2c1NC(=O)c1ccco1	-6	-1.6	-1	-16	6	-3	.	0.0	14	18

(further entries)
#	canonical_smiles	RTF Ca sens act	CAL PDZ FP-1	CAL PDZ FP-2	dFosB activator	Rtt109 Vps75	V-ATPase pH	Wnt bcat act	CDK5 p35 inh	Tat transport	MITF TRPM1 HTS
51	CN1CCN(NC(=O)/C=C/c2ccc(C(C)(C)C)cc2)CC1	-1	-2.6	-2	-8	-13	-1	0	-0.3	-2	8
52	Cc1ccc(NC(=O)CNC(=O)CC23CC4CC(CC(C4)C2)C3)c(O)c1	-8	-2.1	-1	-6	8	6	-3	1.1	-13	-9
53	CN(C)c1ccc(/C=C(\NC(=O)c2ccccc2)C(=O)NCCN2CCOCC2)cc1	-2	1.1	-2	-9	3	3	-1	-4.4	-7	-10
54	CN(CC(=O)Nc1ccc(Cl)cc1)C(=O)CNC(=O)c1cccs1	-3	-0.3	.	-2	0	0	5	-0.2	0	2
55	Cc1cc(NC(=O)c2ccc(-c3ccccc3[N+](=O)[O-])o2)no1	0	-0.3	-3	-2	-2	2	-3	0.9	-1	.
56	Cc1cc(N2C(=O)C(O)=C(C(=O)c3ccco3)C2c2ccc(Cl)cc2)no1 (stereo unspecified)	2	-3.0	-5	5	10	-2	4	2.0	-8	6
57	Cn1c(NC(=O)c2ccc(F)cc2)c(-c2cccs2)c(=O)c2ccccc21	3	-0.8	-4	-3	-3	1	-5	-0.4	7	7
